Screening data: PubChem, National Center for Advancing Translational Sciences (NCATS)
Pol kappa inh = qHTS for Inhibitors of Polymerase Kappa; DNA polymerase kappa (Homo sapiens), Q9UBT6; purified Pol kappa, fluorescent DNA synthesis assay, 10 min; Potency, µM (doses to about 107 µM), without a hit: at the highest dose activity, negative = inhibition, usual class: inhibitors; actives 0.53% (n = 400,000)
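Activity was followed as the change in fluorescence between reads at 0 and 10 min after starting the reaction with 50 nM substrate. Beforehand, 10 nM polymerase had been preincubated with compound for 15 min at room temperature.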
APEX1 inh = qHTS Assay for Inhibitors of the Human Apurinic/apyrimidinic Endonuclease 1 (APE1); recombinant APE1, TAMRA/BHQ-2 abasic DNA cleavage fluorescence; Potency, µM (doses to about 65.8 µM), inactives show top-dose activity change, negative = inhibition, usual class: inhibitors; actives 0.35% (n = 350,000); AID 2517, 2012;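 note: plate controls were vehicle for no effect and reference inhibitor for full effect; nearly all actives have a fitted effect of over 55% in size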
Target sequence (P27695 whole entry, looked up): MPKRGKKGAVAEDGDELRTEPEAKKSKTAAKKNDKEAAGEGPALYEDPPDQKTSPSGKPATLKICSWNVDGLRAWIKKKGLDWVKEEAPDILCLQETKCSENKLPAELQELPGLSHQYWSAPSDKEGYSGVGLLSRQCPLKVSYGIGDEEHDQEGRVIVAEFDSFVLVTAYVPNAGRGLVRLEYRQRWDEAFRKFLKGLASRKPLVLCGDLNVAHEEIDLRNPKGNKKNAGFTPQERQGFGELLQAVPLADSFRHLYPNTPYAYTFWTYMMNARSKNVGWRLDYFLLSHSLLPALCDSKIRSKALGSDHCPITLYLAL
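Enzyme (0.75 nM final) and test compound are incubated 15 min at room temperature before adding 50 nM quenched THF abasic-site duplex. Cleavage dequenches TAMRA, followed at 525/598 nm over three reads one minute apart.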
Anesthetic bind = qHTS Assay for Identification of Novel General Anesthetics; Ferritin light chain (Equus caballus), P02791; actives 0.074% (n = 350,000); apoferritin/1-aminoanthracene competitive binding, fluorescence; AID 485281, 2010; Potency, µM (doses to about 77.5 µM), without a hit: at the top dose activity change, negative = displacement, most hits filed as inhibitors; note: nearly all actives have a fitted effect of over 20% in size
Target sequence (P02791 2-175 limits assumed): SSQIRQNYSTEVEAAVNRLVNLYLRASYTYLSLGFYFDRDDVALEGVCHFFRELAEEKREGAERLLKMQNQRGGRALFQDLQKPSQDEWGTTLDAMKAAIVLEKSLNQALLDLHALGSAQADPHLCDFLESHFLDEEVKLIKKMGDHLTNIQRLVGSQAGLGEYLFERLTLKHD
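Horse-spleen apoferritin (10 uM) in 50% saturated 1-aminoanthracene in PBS was incubated 10 min at room temperature with compound. Fluorescence (ex 380, em 535 nm) was normalized to free and bound 1-AMA, with concentration-response fitted by a four-parameter Hill equation.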
An asterisk follows results filed as active; ? = inconclusive; / = no result given; [ ] = another dose, or the depositor's remark. Calls come from the whole dose curve; as a rule, active = well fitted curve in the direction sought with a large enough effect; inconclusive = small, poorly fitted or top-dose-only effect, or another doubt; inactive = no such curve, though single readings can be large; an effect the other way counts as inactive or inconclusive. Unless noted, % is set by controls: 0 for no effect and ±100 for the full control effect; potency is the fitted concentration of half-maximal effect. Only part of the results is shown (hit frequency here may not be typical).

Structure	Pol kappa inh	APEX1 inh	Anesthetic bind
CCCC[C@@H]1C[C@H]1C(NC(=O)Cc1ccccc1)c1ccc(-c2ccccc2)cc1 (some centres undefined)	/	10%	0%
CO[C@H]1COC(=O)[C@@H](C)COC(=O)[C@H](C)NC(=O)C/C=C\[C@H]1C	/	-11%[12.4 µM]	1%[15.3 µM]
CC(C)=CCC/C(C)=C/CO/N=C1/[C@H]2O[C@@H]2[C@@H](O)[C@H]2[C@H]1CCn1c(=O)n(Cc3cc4c(cc3Cl)OCO4)c(=O)n12	/	-8%[12.4 µM]	1%[15.3 µM]
CC(=O)OC[C@@H]1O[C@H](C/C=N\O[C@@H](C)c2cc(-c3c(C)cc(C)cc3C)no2)C=C[C@@H]1OC(C)=O	/	?	-4%[15.3 µM]
Cc1ccc(S(=O)(=O)Nc2cc(S(=O)(=O)c3ccc(C)cc3)c(O)c3cccnc23)cc1	/	-6%	-18%
COC(=O)c1ccc(C(NC(=O)OCc2ccccc2)/C(C)=C/[C@@H](C)C(=O)NCCO)cc1 (some centres undefined)	/	-11%	-13%
CCCNC(=O)OC[C@@H]1O[C@H](CCO/N=C(\C)CCC(=O)OC[C@@H]2O[C@H](C#Cc3ccccc3)C=C[C@@H]2Oc2ccc(C)cc2)C=C[C@@H]1Oc1ccc(OC)cc1	/	?	-5%[15.3 µM]
COc1ccc(-c2nnc3n2N=C(c2c(OC)cccc2OC)CS3)c(OC)c1	/	-9%	-15%
CC(=O)N1CC=CC1(CC(C)C)C(=O)NCc1ccc(C)o1 (centres undefined)	/	13%	6%
COC(=O)N1CCc2cc(OC)c(OC)cc2C1Cc1ccc(OC)cc1 (centres undefined)	/	4%[12.4 µM]	-10%[15.3 µM]

Other records.
Structure	Pol kappa inh	APEX1 inh	Anesthetic bind
CCCCCCC[n+]1ccc(/C=C/c2c[nH]c3ccccc23)c2ccccc21	32µM*	/	/
O=C1C[C@H]2C=CCc3cccc(c32)CN1Cc1cccc(F)c1	0%	/	/
O=C(C[n+]1ccncc1)c1ccc2c(c1)CCCC2	6%	/	/
CCCCCCCCCCCCCC[n+]1ccc(C)cc1	2%[19.4 µM]	/	/
Cc1cc(=O)[nH]c2cc(N)ccc12	5%	/	/
CCN(CC)C(=S)S	3%[19.4 µM]	/	/
CCC(C(=O)O)C1OC(C(C)C(O)C(C)C(=O)C(CC)C2OC3(C=CC(O)C4(CCC(C)(C5CCC(O)(CC)C(C)O5)O4)O3)C(C)CC2C)C(C)CC1C (centres undefined)	-2%[19.4 µM]	/	/
Cc1ccc2c(/C=C/c3ccc(N(C)C)cc3)ccnc2c1C	3%	/	/
O=C(C[n+]1cccc(Br)c1)c1ccc(I)cc1	5%	/	/
Cc1sc2ccccc2[n+]1CC(=O)c1ccc(F)cc1	-18%	/	/

Next records follow.
Structure	Pol kappa inh	APEX1 inh	Anesthetic bind
CC(=O)[O][Al][O]C(C)=O	-3%[60.1 µM]	/	/
Cc1ccnc2ccc(I)cc12	-1%	/	/
CC(Oc1ccccc1)C(=O)N[C@@H]1C(=O)N2C(C(=O)O)C(C)(C)S[C@H]12 (some centres undefined)	-20%	/	/
O=C(C[N+]12CCCc3cccc(c31)CCC2)c1ccc(Cl)c2ccccc12	-13%	/	/
CC[C@H]1OC(=O)[C@H](C)C(=O)[C@H](C)[C@@H](OC2O[C@H](C)C[C@H](N(C)C)[C@@H]2O)[C@@](C)(OC)C[C@@H](C)C(=O)[C@@H](C)C2N(CCCCn3cnc(-c4cccnc4)c3)C(=O)O[C@@]21C (some centres undefined)	1%[19.4 µM]	/	/
C=CCN1[C@@H](C(C)C)COCCS1(=O)=O	-1%	/	/
Cc1ccc(C)c2c(C)ccnc12	-9%	/	/
CC(C)CCCC(C)CCCC(C)CCCCC(C)CCCC(C)CCCC(C)C (centres undefined)	2%[60.1 µM]	/	/
Cc1cc(-n2nc3ccc(Cl)cc3n2)c(O)c(C(C)(C)C)c1	-3%[19.4 µM]	/	/
CN(C)c1ccc(/C=C/c2ccnc3ccc4ccccc4c23)cc1	28µM*	/	/

Continued.
Structure	Pol kappa inh	APEX1 inh	Anesthetic bind
O=C([C@@H]1CC=C[C@@H]2CCN(C3CC3)C(=O)[C@@H]21)N1CCOCC1	5%	/	/
COc1ccccc1N(C)C	-9%	/	/
Clc1cccc[n+]1CCCCCC[n+]1ccccc1Cl	-3%	/	/
COc1cc(-c2c(-c3ccc4c(c3)OCO4)noc2-c2ccsc2)cc(OC)c1OC	7%	/	/
Cn1cc(C(=O)[C@@H]2CCc3[nH]cnc3C2)c2ccccc21	-4%[19.4 µM]	/	/
C=C1N[C@]2(C(=O)COC(C)=O)[C@@H](C[C@H]3[C@@H]4CCC5=CC(=O)C=C[C@]5(C)[C@H]4[C@@H](O)C[C@@]32C)O1	-1%[19.4 µM]	/	/
O=C1CCC[C@@H]2C[C@@]3(C[C@@H]4CCN1[C@H]24)Nc1ccccc1NC3=NCc1ccccc1	0%	/	/
O=C(C[N+]1(CC(O)c2ccccc2)CCCCC1)c1ccccc1 (centres undefined)	-11%	/	/
CN(Cc1ccccc1)c1ccc(C=O)cc1	-1%	/	/
CCCCC/C(C=O)=C/c1ccccc1	-10%[60.1 µM]	/	/

Additional structures:
Structure	Pol kappa inh	APEX1 inh	Anesthetic bind
CCCCN1CC(O)C(O)C(O)C1CO (centres undefined)	5%[19.4 µM]	/	/
O=c1[nH]cnc2n[nH]nc12	-12%	/	/
Cc1c(C)c2c(c(C)c1OC(=O)CCC(=O)O)CC[C@@](C)(CCC[C@H](C)CCC[C@H](C)CCCC(C)C)O2	8%[19.4 µM]	/	/
CN(C)C(=O)c1ccc(/C=C/c2ccnc3ccccc23)cc1	-23%	/	/
CCCCCCCCCC[n+]1ccc(/C=C/c2c(C)[nH]c3ccccc23)c2ccccc21	?	/	/
FC(F)(F)C(F)(F)C(F)(F)C(F)(F)C(F)(F)C(F)(F)F	6%[19.4 µM]	/	/
CO/N=C(/C(=O)N[C@@H]1C(=O)N2C(C(=O)O)=C(CSc3nc(C)c(CC(=O)O)s3)CS[C@H]12)c1csc(N)n1	-3%[19.4 µM]	/	/
OC(C[n+]1c(Cl)ccc2ccccc21)c1ccccc1 (centres undefined)	2%	/	/
Clc1cccc(C(c2ccc3nc[nH]c3c2)n2ccnc2)c1 (centres undefined)	3%[19.4 µM]	/	/
CC(CCc1ccc(O)cc1)NCC(O)c1ccc(O)cc1 (centres undefined)	2%[60.1 µM]	/	/

Continued:
Structure	Pol kappa inh	APEX1 inh	Anesthetic bind
O=[N+]([O-])c1ccc(C=C2c3ccccc3-c3ccccc32)cc1	13%	/	/
CC1CC(O)CC(C)(C)C1 (centres undefined)	-2%[19.4 µM]	/	/
CCCCCCCCCCCCCCCCCCN(CCCCCCCCCCCCCCCCCC)c1ccc(/C=C/c2ccc(C=O)cc2)cc1	-20%	/	/
Nc1cccc(/C=C/c2ccnc3ccccc23)c1	-18%	/	/
CN(C)c1ccc(/C=C2/CCCc3c2nc2ccccc2c3C(=O)O)cc1	79µM*	/	/
Cc1ccnc2ccc(Br)cc12	-3%	/	/
c1ccc2c(c1)sc[n+]2CCC1CCCCC1	13%	/	/
CCCCCCCCCCCCOCCCN	-3%[19.4 µM]	/	/
Cn1c(C(c2cc3ccccc3n2C)c2cc3ccccc3n2C)cc2ccccc21	-13%	/	/
CC(C)Nc1cccnc1N1CCN(C(=O)c2cc3cc(NS(C)(=O)=O)ccc3[nH]2)CC1	-7%[19.4 µM]	/	/

The list continues.
Structure	Pol kappa inh	APEX1 inh	Anesthetic bind
CC(=O)Nc1ccc(SC[C@H](Cc2ccccc2)N2CC[C@@H](N)CCC2=O)cc1	-22%	/	/
CCN(CC)CCOCCOC(=O)C(CC)(CC)c1ccccc1 (tested in a mixture with another compound)	-12%[60.1 µM]	/	/
COc1ccc(OC)c(/C=C/c2nc3ccccc3nc2C)c1	0%	/	/
NC(=O)C1CC2(NC(=O)NC2=O)c2cc(F)ccc2O1 (centres undefined)	4%[19.4 µM]	/	/
CNc1ccc(/C=C/c2ccccc2)cc1	-20%	/	/
OC(CN1CCCCC1)c1ccccc1 (centres undefined)	2%	/	/
C[C@@H]1[C@H](c2ccccc2)OCCS(=O)(=O)N1Cc1ccc(Cl)cc1	-16%	/	/
Cc1ccc(CN2[C@H](C)[C@H](c3ccccc3)OCCS2(=O)=O)cc1	-15%	/	/
C=C(Br)COC(c1ccco1)[C@H](Cc1ccccc1)NC(=O)OC(C)(C)C (some centres undefined)	-15%	/	/
COc1cc(-c2noc(C)c2C#CCCN2C(=O)c3ccccc3C2=O)cc(OC)c1OC	5%	/	/

(next part)
Structure	Pol kappa inh	APEX1 inh	Anesthetic bind
CN(C)CCCN1c2ccccc2C(C)(C)c2ccccc21	2%[60.1 µM]	/	/
CCOC(=S)SSC(=S)OCC	1%[19.4 µM]	/	/
CC(C)(COP(=O)(O)OP(=O)(O)OC[C@H]1O[C@@H](n2cnc3c(N)ncnc32)[C@H](O)[C@@H]1OP(=O)(O)O)C(O)C(=O)NCCC(=O)NCCS (some centres undefined)	-6%[19.4 µM]	/	/
O=C1[C@H](Cc2ccccc2)NC/C=C\C[C@H](c2ccco2)N1Cc1ccccc1	-8%	/	/
CC(C)CCC[C@@H](C)[C@H]1CC[C@H]2[C@@H]3CC[C@@H]4C[C@H](O)CC[C@]4(C)[C@H]3CC[C@]12C	4%[19.4 µM]	/	/
COc1ccc(CNC(=O)[C@@H]2CC=C[C@@H]3CCN(Cc4ccc(OC)c(OC)c4)C(=O)[C@@H]32)cc1	-9%	/	/
Cc1cc(/C=C/c2ccccc2)nc2ccccc12	-22%	/	/
O=Nc1ccc(/C=C/c2ccnc3ccccc23)cc1	-2%	/	/
CC(c1ncncc1F)[C@](O)(Cn1cncn1)c1ccc(F)cc1F (some centres undefined)	4%[60.1 µM]	/	/
COc1ccc(C(=O)C[n+]2cc(Br)cc(Br)c2)cc1	-9%	/	/

Continuation:
Structure	Pol kappa inh	APEX1 inh	Anesthetic bind
CC(NNC(=O)c1ccccc1)c1ccccc1 (centres undefined)	3%[19.4 µM]	/	/
NC(=O)CCCCC1CCSS1 (centres undefined)	-1%[60.1 µM]	/	/
CC(C)=CCC1C(=O)N(c2ccccc2)N(c2ccccc2)C1=O	-18%[60.1 µM]	/	/
CC1=C[C@@H](O)CC(C)(C)[C@@H]1/C=C/C(C)=C/C=C/C(C)=C/C=C/C=C(C)/C=C/C=C(C)/C=C/C1=C(C)C[C@H](O)CC1(C)C	-4%[19.4 µM]	/	/
CCCCCCCCCC[n+]1ccc(/C=C/c2c[nH]c3ccccc23)c2ccccc21	?	/	/
CN(C)c1ccc(/C=C/c2ccnc3c2ccc2ccccc23)cc1	-6%	/	/
O=C(C[n+]1cccc2cc(Cl)ccc21)c1ccc(I)cc1	-16%	/	/
NC(=S)N/N=C/c1cccnc1	-2%[19.4 µM]	/	/
O=C(Nc1ccc(Cl)cc1Cl)[C@@H]1CC=C[C@@H]2CCN(Cc3ccccc3)C(=O)[C@@H]21	-6%	/	/
C[C@@H]1[C@H](c2ccccc2)OCCS(=O)(=O)N1Cc1ccccc1F	2%	/	/

A stretch from further up:
Structure	Pol kappa inh	APEX1 inh	Anesthetic bind
NC(=O)CCCCC1CCSS1 (centres undefined)	-1%[60.1 µM]	/	/
CC(C)=CCC1C(=O)N(c2ccccc2)N(c2ccccc2)C1=O	-18%[60.1 µM]	/	/
CC1=C[C@@H](O)CC(C)(C)[C@@H]1/C=C/C(C)=C/C=C/C(C)=C/C=C/C=C(C)/C=C/C=C(C)/C=C/C1=C(C)C[C@H](O)CC1(C)C	-4%[19.4 µM]	/	/

Additional compounds:
Structure	Pol kappa inh	APEX1 inh	Anesthetic bind
COC(=O)C[C@H]1c2ccccc2S(=O)(=O)N1c1ccc(N(C)C)cc1	9%	/	/
CCOC(=O)[C@@H](N)CS	-19%[60.1 µM]	/	/
CN(C)c1ccc(C=O)cc1Cl	5%	/	/
COC(=O)CCC[N+](C)(C)C	-4%[19.4 µM]	/	/
Clc1ccc(/C=C/c2ccc3ccccc3n2)cc1Cl	-5%	/	/
C[C@@H]1[C@H](c2ccccc2)OCCS(=O)(=O)N1Cc1cccc(C(F)(F)F)c1	-12%	/	/
CC/C(=C/c1ccccc1)c1cc(Oc2ccccc2)cc2oc3ccccc3c12	-17%	/	/
O=C(C[n+]1ccccc1Cl)c1ccc(Br)cc1	-30%	/	/
O=C1c2ccccc2C(=O)C1c1ccc(F)cc1	0%[19.4 µM]	/	/
CC1(C)S[C@@H]2[C@H](NC(=O)Cc3ccccc3)C(=O)N2[C@@H]1C(=O)O	-1%[60.1 µM]	/	/
C[C@H](CN1c2ccccc2Sc2cccnc21)N(C)C	2%[19.4 µM]	/	/
FCOC(C(F)(F)F)C(F)(F)F	2%[19.4 µM]	/	/
FC(F)OC(Cl)C(F)(F)F (centres undefined)	-7%[19.4 µM]	/	/
